RPL19A-GFP yeast = alters RPL19A-GFP fluorescence in TOR pathway yeast screen; S. cerevisiae RPL19A-GFP strain, flow cytometry, 3 h; stronger effect = lower value; percent response vs DMSO, % at 10 µM; 330,000 tested, 0.3% active;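 active = percent response vs DMSO below 50%; inconclusive = fewer than 70 events counted for the yeast strain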;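 also: median channel GFP fluorescence of the barcoded RPL19A-GFP strain; ratio of sample median GFP to plate DMSO average so 100% = DMSO; lower means less RPL19A-GFP as with rapamycin TOR inhibition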
LAP4-GFP MLPCN = alters LAP4-GFP fluorescence in TOR pathway yeast screen; S. cerevisiae LAP4-GFP multiplex, flow cytometry GFP, 3 h; median GFP as percent of DMSO wells; GFP response vs DMSO, % at 10 µM; 320,000 tested, 0.34% active;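 active = GFP response vs DMSO above a set limit, about the screen mean plus 3 SD, cut at about 150% in these data; inconclusive = under 70 cell events counted for the yeast strain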
AHR act = activators of human aryl hydrocarbon receptor. P35869. AHR-responsive luciferase reporter cells, luminescence. activation, % at 5 µM. 320,000 tested, 2.5% active. AID 2796; in the data active = activation above about 47%;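 also: 0% = vehicle wells and 100% = reference agonist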
Target sequence (P35869 whole entry, looked up): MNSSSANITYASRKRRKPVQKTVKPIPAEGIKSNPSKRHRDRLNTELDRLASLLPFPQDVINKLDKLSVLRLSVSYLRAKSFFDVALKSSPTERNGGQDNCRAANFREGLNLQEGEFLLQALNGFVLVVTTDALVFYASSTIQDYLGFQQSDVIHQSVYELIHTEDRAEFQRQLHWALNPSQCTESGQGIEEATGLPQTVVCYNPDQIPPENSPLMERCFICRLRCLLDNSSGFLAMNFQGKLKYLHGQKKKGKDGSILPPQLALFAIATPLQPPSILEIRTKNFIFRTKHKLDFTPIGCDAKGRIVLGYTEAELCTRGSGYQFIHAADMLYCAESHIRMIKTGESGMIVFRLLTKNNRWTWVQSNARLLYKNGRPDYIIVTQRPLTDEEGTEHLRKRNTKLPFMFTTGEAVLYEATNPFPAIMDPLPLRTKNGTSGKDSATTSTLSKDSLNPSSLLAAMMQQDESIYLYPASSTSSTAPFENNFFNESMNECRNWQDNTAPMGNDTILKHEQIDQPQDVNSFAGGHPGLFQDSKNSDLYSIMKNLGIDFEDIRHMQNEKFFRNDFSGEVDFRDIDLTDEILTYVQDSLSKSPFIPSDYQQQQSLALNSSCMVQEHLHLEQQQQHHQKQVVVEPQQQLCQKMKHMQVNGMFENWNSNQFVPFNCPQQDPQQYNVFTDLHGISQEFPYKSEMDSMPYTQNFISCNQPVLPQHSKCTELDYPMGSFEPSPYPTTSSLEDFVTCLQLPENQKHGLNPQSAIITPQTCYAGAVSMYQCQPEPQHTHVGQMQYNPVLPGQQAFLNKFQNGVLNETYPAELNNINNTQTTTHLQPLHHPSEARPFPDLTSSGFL
Yeast superoxide = lowers age-related superoxide in aged yeast cells; 330,000 tested, 0.18% active; superoxide response (% of plate mean), % at 10 µM; S. cerevisiae aged cells, superoxide DHE fluorescence; stronger effect = lower value; AID 2690;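 active = superoxide response under a set limit, about three screen SD below normal, cut at about 65% in these data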;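 also: yeast aged for seven days with compound at 30 °C before DHE staining; 100% = average MFI of all compound-treated wells on the plate with controls excluded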
Efflux pump mplx = inhibitors of Candida antifungal efflux pumps expressed in yeast. AID 485275. S. cerevisiae Candida pump triplex, Nile Red efflux. 330,000 tested, 0.44% active. inhibition, % at 10 µM;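 active = plate passing quality check with inhibition over a set limit, or well fluorescence over plate mean plus 4 SD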;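 also: Nile Red retained in pooled yeast measured as flow cytometry median fluorescence; 0% = buffer negative control and 100% = Enniatin B positive control; higher means more Nile Red kept so more efflux inhibition; some compounds called inactive have numbers as strong as hits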
CIT2-GFP yeast = alters CIT2-GFP fluorescence in TOR pathway yeast screen; AID 2029; GFP response vs DMSO, % at 10 µM; S. cerevisiae CIT2-GFP strain, flow cytometry, 3 h; 100 means same as DMSO wells; 320,000 tested, 0.065% active;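 active = GFP response relative to DMSO above a set limit, near the screen mean plus 3 SD, cut at about 150% in these data; inconclusive = Fewer than 70 cells measured for a yeast strain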;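 also: ratio of well median GFP fluorescence to mean of DMSO wells on the plate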
MEP2 TOR yeast = modulators of TOR pathway MEP2-GFP in S. cerevisiae; S. cerevisiae MEP2-GFP strain, flow cytometry GFP, 3 h; 100% = DMSO control level; GFP response vs DMSO, % at 10 µM; 330,000 tested, 0.51% active; AID 2016;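 active = GFP response versus DMSO above a set limit, roughly screen mean plus 3 SD, cut at about 180% in these data; inconclusive = fewer than 70 cells counted for a yeast strain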;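 also: median GFP fluorescence of the barcode-gated MEP2-GFP cells per well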
AGP1 TOR yeast = alters AGP1-GFP fluorescence in TOR pathway yeast screen; S. cerevisiae AGP1-GFP multiplex flow cytometry, 3 h; GFP as percent of DMSO wells; GFP response vs DMSO, % at 10 µM; 320,000 tested, 0.02% active;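 active = GFP response relative to DMSO above a set limit, near screen average plus 3 SD, cut at about 150% in these data; inconclusive = fewer than 70 cells counted for the yeast strain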;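 also: median GFP channel fluorescence of the gated AGP1 strain per well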
* marks the source's active call; other numbers are inactive results; ? = inconclusive; · = no result given; [ ] = dose if it differs, or a comment.

SMILES	RPL19A-GFP yeast	LAP4-GFP MLPCN	AHR act	Yeast superoxide	Efflux pump mplx	CIT2-GFP yeast	MEP2 TOR yeast	AGP1 TOR yeast
C=CCn1c(=O)c2ccccc2n2c(SCc3nc(N)nc(Nc4ccccc4C)n3)nnc12	101	100	4	97	-0.1	102	106	104
O=C(CN1CCCCCC1)NCCc1ccc(F)cc1	?	72[may fluoresce red and violet]	1	108	-0.1	·	?	?
CCn1cc(-c2csc(N)n2)c(C)n1	91	91	0	95	0.0	88	88	92
O=C(CN(Cc1ccc(F)cc1)C(=O)CNS(=O)(=O)c1ccc(Cl)cc1)NCC1CCCO1 (configuration not stated)	106	96	2	94	0.0	106	106	103
CCN(CC)S(=O)(=O)c1ccc(-c2nnc(SCC(=O)Nc3ccc(OC)cc3)o2)cc1	102	90	0	89	0.0	101	100	103
Cc1cc(NC(=O)c2ccc(Cl)cc2)n(-c2ccccc2)n1	98	109	1	90	0.1	112	98	112
O=C(NC1CC1)c1c(O)c2ccccc2[nH]c1=O	103	87	·	88	0.1	73	93	85
O=C(NC1CCCCCC1)c1cc(-c2ccccn2)nc2ccccc12	107	95	10	85	0.0	106	111	101
Cc1occc(=O)c1OCc1ccccc1	96	110	-4	105	0.1	88	93	105
O=C(NN1CCOCC1)c1ccccc1Br	105	101	0	104	0.0	107	105	104
Cc1c(Cl)c([N+](=O)[O-])nn1CC(=O)N1CCN(Cc2ccccc2)CC1	98	94	-1	111	0.3	85	100	96
Cc1ccc(N2C(=O)C(Cc3ccccc3)NC2=S)cc1 (configuration not stated)	91	97	0	118	0.1	85	88	92
CCOC(=O)c1sc(=NC(=O)c2cc(OC)c(OC)c(OC)c2)n(C)c1C	101	100	0	104	0.1	103	102	98
COc1ccc(Cc2nnc(SCC(=O)Nc3ccc(N4CCOCC4)cc3)n2C)cc1	104	93	15	129	-0.1	108	108	96
Cc1cc(C)nc(NN=C(c2ccccc2)c2ccccc2)n1	102	96	13	107	0.1	99	98	98
O=C(OCc1cc2ccccc2[nH]c1=O)c1cccs1	99	89	-3	100	-0.2	96	98	89
COc1cccc(NC(=O)CN(C)C(=O)Cc2ccc(Cl)cc2Cl)c1	107	103	-1	89	-0.1	105	110	104
CCOC(=O)c1sc2nc(N3CCOCC3)c3c(c2c1N)CC(C(C)C)OC3 (configuration not stated)	103	93	-2	109	0.0	102	104	99
COc1ccc(CCNC(=O)CSc2nc(C)cs2)cc1	106	97	0	97	0.7	104	105	104
COc1ccc(-c2nc(-c3ccccc3)nc(Cl)c2C#N)cc1	103	100	-1	100	-0.2	98	105	103
Cn1nc(-c2ccccc2)c(C(=O)NC(C(=O)O)c2ccccc2)c1Cl (configuration not stated)	97	96	1	114	-0.1	99	96	101
CC(C)=C1C2CCC1C(C(=O)NCCc1ccccc1)C2C(=O)O (configuration not stated)	92	88	2	99	0.2	82	93	86
CC1CC1c1ccc(/C=C(\C#N)C(=O)Nc2cccc(Cl)c2Cl)o1 (configuration not stated)	103	102	18	110	-2.4	105	100	102
COc1ccccc1N1CCN(CCOc2c(OC)cccc2OC)CC1	96	92	16	106	0.2	91	97	94
Cc1cccc[n+]1CC(=O)Nc1cccc([N+](=O)[O-])c1	102	98	-3	114	-0.1	103	104	99
Going on with the list:
SMILES	RPL19A-GFP yeast	LAP4-GFP MLPCN	AHR act	Yeast superoxide	Efflux pump mplx	CIT2-GFP yeast	MEP2 TOR yeast	AGP1 TOR yeast
O=C(CC(SCc1ccco1)c1ccc(O)cc1)c1cccs1 (configuration not stated)	104	113	7	89	-0.1	110	116	114
Cc1cc(N2CCCC2=O)ccc1S(=O)(=O)NC1CCCCC1	104	97	1	101	-0.1	102	102	101
Cc1sc2ncnc(NCc3ccccc3)c2c1C	100	111	-1	82	0.0	94	108	·
O=C(/C=C/Nc1cccc(F)c1)c1ccco1	96	·	16	91	-0.1	93	99	97
Cc1onc(-c2c(F)cccc2Cl)c1C(=O)N1CCOC12CCCCC2	101	89	1	85	-0.1	106	111	104
O=C(CCNS(=O)(=O)c1ccc(Cl)cc1)OCC(=O)c1ccc[nH]1	97	107	1	100	0.1	97	100	102
CCOC(=O)c1nc(Nc2ccc(OC)cc2)c2ccccc2n1	99	95	3	102	-0.2	106	102	93
COc1ccc(N2C(=O)CC(NCc3ccncc3)C2=O)cc1 (configuration not stated)	105	108	-1	115	0.1	97	107	104
Cc1nonc1NCn1nnc2ccccc21	102	96	-1	108	0.0	108	96	100
Cc1ccc2nc(SC(C)C(=O)Nc3cccc([N+](=O)[O-])c3)[nH]c2c1 (configuration not stated)	100	98	66*	110	0.2	100	100	94
COc1cccc(N2CCN(CC(=O)NC(C)c3ccccc3)CC2)c1 (configuration not stated)	104	101	·	94	-0.1	104	105	107
OCC1CCCN1C(=S)Nc1ccccc1 (configuration not stated)	103	95	-3	96	0.3	99	90	102
CCN(CC)C(=O)CSc1nc2cc3c(cc2c(=O)n1Cc1ccc(OC)cc1)OCO3	100	90	-1	105	0.1	91	96	97
Oc1ccc2ccccc2c1C=Nc1ccccc1-c1nc2ccccc2[nH]1	109	91	65*	73	-0.1	95	104	103
COc1ccc(S(=O)(=O)Nc2cc3c4c(c2)CCN4C(=O)CC3)cc1OC	100	92	16	112	0.1	99	109	93
CC(=O)N(/N=C1\Sc2ccccc2C1=O)c1cccc(C)c1	102	105	76*	105	-0.2	105	101	105
Cc1ccc(C(=O)CSc2nnc(-c3c[nH]c4ccccc34)o2)cc1	109	105	7	135	0.0	114	109	108
Cc1cc(N=NC(=O)c2ccccc2O)c2ccccc2c1O	106	89	41	104	-0.2	105	101	98
COc1ccc(/C=N/n2c(C)cc(C)c(C(N)=O)c2=O)cc1	100	95	-1	95	0.1	100	101	106
O=C(NCc1ccco1)c1cc(-c2ccc(Cl)cc2)on1	95	99	-6	121	-0.1	100	98	97
Cc1ccc(CC(=O)Nc2ccc(F)c([N+](=O)[O-])c2)cc1	100	94	1	115	0.5	95	93	91
CCOC(=O)c1c(C)[nH]c(C)c1C(=O)COC(=O)c1cccnc1Cl	101	90	1	99	-0.1	109	108	105
Cc1cc(C)n(-c2nc3c(c(=O)[nH]c(=O)n3C)n2CC(C)C)n1	96	102	7	107	0.0	99	97	97
CCC1(C)Cc2ccccc2-c2nc(NCCO)n(-c3ccccc3)c(=O)c21 (configuration not stated)	101	94	1	93	-0.2	97	93	105
CN(CC(=O)OCC(=O)NCC(F)(F)F)S(=O)(=O)c1ccc(Cl)cc1	96	105	0	99	-0.2	107	98	104
The list goes on:
SMILES	RPL19A-GFP yeast	LAP4-GFP MLPCN	AHR act	Yeast superoxide	Efflux pump mplx	CIT2-GFP yeast	MEP2 TOR yeast	AGP1 TOR yeast
CCCc1c(C(=O)N/N=C/c2cccnc2)nnn1-c1nonc1N	100	97	21	91	0.2	95	97	97
Cc1c(C(=O)NC2CCCCC2)sc2ncnc(N3CCN(c4ccccc4)CC3)c12	101	96	0	81	-0.1	100	98	100
COc1ccc(CCNC(=O)Cn2cnc3c2c(=O)n(C)c(=O)n3C)cc1OC	97	97	0	109	-0.1	100	100	98
COC(=O)c1c2c(nc3ccccc13)CCC2	100	113	4	102	0.0	95	108	102
O=c1[nH]c(SCc2nc3ccccc3c(=O)n2-c2ccccc2C(F)(F)F)nc2ccccc12	100	113	11	91	-0.1	105	122	101
COC(=O)c1nc(-c2ccccc2)oc1N1CCOCC1	93	104	16	93	-0.1	92	95	100
COc1ccccc1NC(=O)Nc1ccccc1C#N	101	92	12	108	-0.1	99	105	95
O=C(O)Cn1ncc2c1-c1ccoc1CC2	104	108	-1	98	0.0	109	107	107
COc1ccc(S(=O)(=O)NC(Cc2ccccc2)C(=O)O)cc1 (configuration not stated)	111	98	-1	108	-0.1	104	109	103
Cc1cc(C(F)(F)F)nn1CC(=O)NCc1cccs1	104	92	-5	87	-0.1	110	108	101
COc1cccc(NC(=O)CN(C)C(=O)CCCNC(=O)c2ccc(Cl)cc2)c1	112	120	1	98	-0.1	109	116	109
CCN(CC)S(=O)(=O)c1ccc(N2CCCC2)c(NC(=O)c2c(-c3ccccc3)noc2C)c1	95	99	0	113	0.3	91	98	97
S=C(NC1CCCC1)N1CCOCC1	111	89	3	96	0.2	105	108	105
CCC1CN(C(=O)NCc2cccc(OC)c2)c2ccccc2O1 (configuration not stated)	103	102	·	93	-0.3	94	106	98
COC(=O)C1CCN(C(=O)COC(=O)c2cc(-c3ccccc3)nc3ccc(OC)cc23)CC1	92	106	0	112	0.1	88	97	93
O=S(=O)(c1ccc(Br)cc1)N1CCN=C1SCc1cccnc1	105	91	1	90	0.1	99	94	96
Cc1cc(C)n(-c2ncccc2[N+](=O)[O-])n1	91	99	-1	116	0.0	91	92	98
COc1ccc(N2CC(C(=O)Nc3nnc(SCc4ccccn4)s3)CC2=O)cc1 (configuration not stated)	103	100	1	91	-0.1	100	107	97
CC1(C)CC(=O)C(Sc2ccccc2[N+](=O)[O-])=C(O)C1	103	99	6	95	0.3	95	94	93
Cc1ccc(NC(=O)CN2CCN(S(=O)(=O)c3cccs3)CC2)cc1S(=O)(=O)N(C)C	94	89	-2	103	0.0	91	92	95
NC(=O)c1ccccc1Nc1nc2nc3ccccc3c(=O)n2cc1Br	104	114	46	89	0.0	109	105	111

At a glance, part of the list above.
SMILES	RPL19A-GFP yeast	LAP4-GFP MLPCN	AHR act	Yeast superoxide	Efflux pump mplx	CIT2-GFP yeast	MEP2 TOR yeast	AGP1 TOR yeast
CCCc1c(C(=O)N/N=C/c2cccnc2)nnn1-c1nonc1N	100	97	21	91	0.2	95	97	97
Cc1c(C(=O)NC2CCCCC2)sc2ncnc(N3CCN(c4ccccc4)CC3)c12	101	96	0	81	-0.1	100	98	100
COc1ccc(CCNC(=O)Cn2cnc3c2c(=O)n(C)c(=O)n3C)cc1OC	97	97	0	109	-0.1	100	100	98
COC(=O)c1c2c(nc3ccccc13)CCC2	100	113	4	102	0.0	95	108	102
O=c1[nH]c(SCc2nc3ccccc3c(=O)n2-c2ccccc2C(F)(F)F)nc2ccccc12	100	113	11	91	-0.1	105	122	101
COC(=O)c1nc(-c2ccccc2)oc1N1CCOCC1	93	104	16	93	-0.1	92	95	100
COc1ccccc1NC(=O)Nc1ccccc1C#N	101	92	12	108	-0.1	99	105	95
O=C(O)Cn1ncc2c1-c1ccoc1CC2	104	108	-1	98	0.0	109	107	107
COc1ccc(S(=O)(=O)NC(Cc2ccccc2)C(=O)O)cc1 (configuration not stated)	111	98	-1	108	-0.1	104	109	103
Cc1cc(C(F)(F)F)nn1CC(=O)NCc1cccs1	104	92	-5	87	-0.1	110	108	101
COc1cccc(NC(=O)CN(C)C(=O)CCCNC(=O)c2ccc(Cl)cc2)c1	112	120	1	98	-0.1	109	116	109
CCN(CC)S(=O)(=O)c1ccc(N2CCCC2)c(NC(=O)c2c(-c3ccccc3)noc2C)c1	95	99	0	113	0.3	91	98	97

Compound profiles (already shown). Order of values: RPL19A-GFP yeast	LAP4-GFP MLPCN	AHR act	Yeast superoxide	Efflux pump mplx	CIT2-GFP yeast	MEP2 TOR yeast	AGP1 TOR yeast
CC1(C)CC(=O)C(Sc2ccccc2[N+](=O)[O-])=C(O)C1 is entered as 103	99	6	95	0.3	95	94	93
COc1ccccc1NC(=O)Nc1ccccc1C#N is entered as 101	92	12	108	-0.1	99	105	95

Bioassay records from PubChem BioAssay.
